KAT2A inh: inhibitors of human GCN5L2 histone acetyltransferase | GCN5L2 HAT assay, ThioGlo1 CoA-SH fluorescence | hit rate 0.21% among 390,000 | Q92830 | Potency, µM (series often up to 58.9 µM), for the others: top-dose activity change, negative = inhibition, actives largely listed as inhibitors
Target sequence (Q92830 whole entry, looked up): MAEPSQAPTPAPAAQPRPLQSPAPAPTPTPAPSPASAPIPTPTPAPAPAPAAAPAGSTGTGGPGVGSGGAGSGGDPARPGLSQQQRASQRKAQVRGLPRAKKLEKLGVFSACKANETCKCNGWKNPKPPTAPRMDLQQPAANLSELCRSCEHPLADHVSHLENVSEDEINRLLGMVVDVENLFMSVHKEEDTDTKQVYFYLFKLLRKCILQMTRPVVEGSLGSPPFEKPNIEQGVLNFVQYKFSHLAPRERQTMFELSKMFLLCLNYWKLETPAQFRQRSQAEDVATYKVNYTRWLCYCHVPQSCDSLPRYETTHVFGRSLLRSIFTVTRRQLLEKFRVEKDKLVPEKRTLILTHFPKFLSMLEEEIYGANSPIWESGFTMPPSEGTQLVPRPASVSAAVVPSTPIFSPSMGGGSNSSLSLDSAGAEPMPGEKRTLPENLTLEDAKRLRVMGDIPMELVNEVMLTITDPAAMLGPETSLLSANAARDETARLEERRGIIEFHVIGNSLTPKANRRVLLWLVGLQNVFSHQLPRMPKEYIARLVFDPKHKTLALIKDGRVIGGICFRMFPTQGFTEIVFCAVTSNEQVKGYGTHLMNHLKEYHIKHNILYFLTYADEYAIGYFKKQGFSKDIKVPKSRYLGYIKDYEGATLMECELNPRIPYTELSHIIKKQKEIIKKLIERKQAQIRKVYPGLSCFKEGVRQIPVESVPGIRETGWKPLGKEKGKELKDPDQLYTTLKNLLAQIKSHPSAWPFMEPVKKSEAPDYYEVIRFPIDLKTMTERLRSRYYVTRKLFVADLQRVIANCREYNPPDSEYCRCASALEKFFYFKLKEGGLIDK
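Enzyme at 20nM final was mixed with library compounds for 15 min at room temperature. Peptide H3(1-25) at 75uM, acetyl-CoA at 70uM and ThioGlo1 at 50uM were then added. Plates were read immediately and after 20 min (Ex340nm/Em540nm).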
FEN1 inhibitor: blocks human flap endonuclease 1 | P39748 | Recombinant FEN1 flap cleavage, fluorescence, 15 min | Potency, µM (series often up to 114 µM), for the others: top-dose activity change, negative = inhibition, hits mostly inhibitors | hit rate 0.35% among 390,000 | AID 588795; also: nearly all actives have a fitted effect of over 65% in size
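FEN1 at 10 nM preincubated with compounds 15 min at room temperature, then flap DNA substrate added at 50 nM final. Signal read at 0 and 15 min; concentration-response fitted with four-parameter Hill equation.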
N370S GC mod: inhibits or activates N370S mutant glucocerebrosidase | P04062 | N370S GC spleen homogenate, 4MU-glucoside fluorescence | Potency, µM (top dose mostly 59.4 µM), for the others: at the highest dose activity change, negative = inhibition, hits mostly inhibitors | hit rate 0.092% among 330,000;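 also: 0% = full enzyme activity and -100% = no enzyme basal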
* hit, by the source's call; ? = inconclusive; · = not tested or not shown; & = joins results of further samples; [ ] = remark or other dose. Calls follow the shape of the dose curve; as a rule, active = well fitted curve in the direction sought with a large enough effect; inconclusive = small, poorly fitted or top-dose-only effect, or another doubt; inactive = no such curve, though single readings can be large; an effect the other way counts as inactive or inconclusive. Unless noted, % is scaled to controls: 0 for no effect and ±100 for the full control effect; potency is read from the fitted curve at half-maximal effect.

KAT2A inh	FEN1 inhibitor	N370S GC mod	molecule
-6%	0%	-3%	Cc1cc(=O)[nH]c(N/N=C/c2cc(C)n(-c3ccccc3)c2C)n1
-8%	3%	·	COc1ccc(CNC(=O)CCS(=O)(=O)c2cc3c4c(c2)CCN4C(=O)CC3)cc1OC
-13%	5%	·	Cc1ccc([C@H]2C(C(=O)O)=C[C@@H](CC3CCCC3)N2S(=O)(=O)c2ccc(C)cc2)cc1
1%	-1%	·	CCn1cc(S(=O)(=O)c2cccc(C)c2)c(=O)c2cc(F)c(N3CCCC(C)C3)cc21 (stereo not drawn)
0%	2%	5%	Cc1cc(C)nc(SC(C(=O)O)c2ccccc2)n1 (stereo not drawn)
-7%	·	-3%	CC[C@H](C)[C@H](NC(=O)[C@H](Cc1ccc(O)cc1)NC(=O)[C@@H]1CCCN1C(=O)[C@@H](N)CCCN=C(N)N)C(=O)N[C@@H](CC(C)C)C(=O)O
-8%	5%	3%	COc1ccccc1/C=N/NC(=O)c1ccc2c(c1)OCO2
1%	-9%	·	CCOc1ccccc1NC(=O)Cn1c(=O)n(Cc2cccs2)c(=O)c2cccnc21
-3%	0%	-3%	O=C(c1ccccc1F)N1CCN(c2ccc([N+](=O)[O-])c3ncccc23)CC1
-11%	-11%	5%	COc1cccc(NC(=O)C2CCC(CNC(=O)[C@@H]3Cc4ccccc4CN3)CC2)c1 (stereo partly drawn)
-28%	3%	4%	CC(C)OC(=O)Cn1cc(C#N)c2ccccc21
-4%	-13%	·	O=C(NCCOc1ccccc1)c1ccc2c(c1)S(=O)(=O)c1cc(Cl)ccc1C2=O
-6%	-5%	12%	O=C(NC(NC(=S)Nc1cc(Cl)ccc1Cl)C(Cl)(Cl)Cl)c1ccco1 (stereo not drawn)
1%	2%	-27%	Cc1ccc(C(=O)CN2CCC(NC(=O)C3CCCCC3)CC2)cc1
1%	0%	·	Cc1ccc(-n2ncc3c(NCCCn4ccnc4)ncnc32)cc1C
-9%	·	8%	Cc1ccc(-n2c(-c3cccs3)nc3nc4ccccc4nc32)cc1
-2%	6%	5%	O=C(c1ccco1)N(Cc1ccco1)c1ccc(O)cc1
1%	-7%	·	COc1ccc(NC(=O)Cn2c(=O)n(Cc3ccco3)c(=O)c3oc4ccccc4c32)cc1Cl
-3%	-3%	·	COc1ccc(CCNC(=O)c2cccc(S(=O)(=O)N3CCCC3)c2)cc1OC
-28%	-17%	0%	COc1cc(OC)cc(C(=O)N2CCN(c3ccccc3F)CC2)c1
?	-19%	9%	CCCCn1c(NS(=O)(=O)c2ccccc2)c(S(=O)(=O)c2ccc(C)cc2)c2nc3ccccc3nc21
-3%	-16%	26%	CC1CCCN(c2ccc(C(=O)NCc3ccco3)cc2[N+](=O)[O-])C1 (stereo not drawn)
-6%	1%	-13%	O=C(COc1ccc2ccccc2c1Br)N1CCN(c2ccccn2)CC1
1%	-10%	-2%	CN1C(=O)C(CC(=O)Nc2ccc(F)cc2)N(CCCc2ccccc2)C1=S (stereo not drawn)
-4%	-6%	·	O=C(NCCc1ccccc1)c1c2c(nc3ccccc13)C(=O)N(C1CCCCC1)C2
2%	-9%	-1%	CCN1CCN(c2ccc(S(=O)(=O)N3CCOCC3)cc2NC(=O)CCC(C)C)CC1
-1%	1%	5%	COc1ccc(C(OC(=O)c2ccco2)C(=O)NC2CCCCC2)cc1 (stereo not drawn)
-16%	13%	-6%	CCOc1ccc(CNC(=O)C(C)n2ccc3cc(S(=O)(=O)N4CCCC4)ccc32)cc1 (stereo not drawn)
3%	-11%	-4%	CN(CCc1ccccn1)C(=O)CCNC(=O)Cn1cnc2ccccc2c1=O
0%	-7%	-11%	CCCCN1C(=O)C(=O)N(CC(=O)Nc2cc(S(=O)(=O)N(C)C)ccc2C)C1=O
-3%	1%	-11%	[O-]/C(=C(\C(=S)Nc1cccc2ccccc12)[n+]1cccc(CO)c1)c1ccc(Cl)s1
-3%	-9%	·	COc1cccc(CNC(=O)CCC(=O)N2CC(C)Sc3ccccc32)c1 (stereo not drawn)
-2%	-3%	·	COc1ccc(-n2nc3c(c2NC(=O)C(=O)N2CCN(C)CC2)CSC3)cc1
7%	-11%	0%	CN(C)c1ccc(/C=N/N2CCN(Cc3ccccc3Cl)CC2)cc1
2%	-1%	-23%	CC1CCN(c2c(NCc3ccc(C(=O)N4CCN(C5CCCCC5)CC4)cc3)c(=O)c2=O)CC1
-2%	-1%	·	CCOC(=O)c1cc2c(=O)n3ccccc3nc2n(CC2CCCO2)c1=NC(=O)c1ccccc1Br (stereo not drawn)
-1%	-6%	1%	CCCn1nnc2c(=O)oc3ccccc3c21
-2%	7%	2%	Cc1cc(Cl)ccc1OCC(=O)Nc1ccc2oc(=O)ccc2c1
-3%	0%	0%	COc1ccc(C(CC(=O)O)N2C(=O)CCC2=O)cc1 (stereo not drawn)
-8%	-4%	2%	Cc1ccc(-c2noc(CCC(=O)NCCN3CCOCC3)n2)cc1

Among those listed so far, these have a COOH group.
KAT2A inh	FEN1 inhibitor	N370S GC mod	molecule
-13%	5%	·	Cc1ccc([C@H]2C(C(=O)O)=C[C@@H](CC3CCCC3)N2S(=O)(=O)c2ccc(C)cc2)cc1
0%	2%	5%	Cc1cc(C)nc(SC(C(=O)O)c2ccccc2)n1 (stereo not drawn)
-7%	·	-3%	CC[C@H](C)[C@H](NC(=O)[C@H](Cc1ccc(O)cc1)NC(=O)[C@@H]1CCCN1C(=O)[C@@H](N)CCCN=C(N)N)C(=O)N[C@@H](CC(C)C)C(=O)O
-3%	0%	0%	COc1ccc(C(CC(=O)O)N2C(=O)CCC2=O)cc1 (stereo not drawn)

Continued.
KAT2A inh	FEN1 inhibitor	N370S GC mod	molecule
2%	14%	2%	CCn1nc(C(=O)OCC(=O)c2cc(C)n(Cc3cccs3)c2C)c2ccccc2c1=O
10%	7%	-6%	Cc1nn2c3c(cnc2c1-c1ccccc1)C(=O)CC(c1ccco1)C3 (stereo not drawn)
1%	·	-16%	COc1ccc(S(=O)(=O)CCC(=O)Nc2cccc(OC)c2)cc1
-2%	13%	-5%	CC(C)C[C@H](NC(=O)OC(C)(C)C)C(=O)N[C@@H](CO)[C@H](O)[C@@H]1C[C@@H]1C(=O)N(C)C
3%	-9%	1%	CC(C)[C@H](N)c1cn([C@@H](CC(N)=O)C(=O)N2CCNCC2)nn1
-6%	14%	·	Cc1coc2c(C)c3oc(=O)c(CCC(=O)NCCc4ccccc4)c(C)c3cc12
-7%	-4%	0%	CC(NC(=O)CNC(=O)OCc1ccccc1)C(=O)N1CC(O)CC1C(=O)OCc1ccccc1 (stereo not drawn)
-9%	-1%	-2%	O=C(CN1CCCC1)Nc1sc2c(c1C(=O)Nc1ccc(Br)cc1)CCC2
-19%	21%	8%	CC1CCCCC1NC(=O)C1CCN(C(=O)c2sccc2-n2cccc2)CC1 (stereo not drawn)
2%	-1%	2%	Cc1ccc(CNc2nc(N)c([N+](=O)[O-])c(Nc3ccc(F)cc3)n2)cc1
3%	-16%	2%	O=c1c2ccccc2cnn1Cc1n[nH]c(=S)n1-c1ccccc1F
-3%	-8%	-4%	O=[N+]([O-])c1ccc(S(=O)(=O)NCC2CC3CCC2C3)cc1 (stereo not drawn)
-11%	-6%	13%	COc1ccccc1N(Cc1cc(=O)[nH]c2ccccc12)C(=O)c1cccc([N+](=O)[O-])c1
-2%	1%	23%	O=C(COc1ccccc1Br)NCc1ccccn1
-6%	-6%	4%	O=C(Cc1cccs1)Nc1ccc(F)cc1F
-1%	-1%	?	CC(C)c1ccc(-n2cccc2/C=C2/C(=N)N3C=CSC3=NC2=O)cc1
-9%	-22%	·	COC(=O)c1c(-c2ccc(OC)cc2)sc2ccc(N3CCOCC3)cc12
-9%	19%	-5%	COC(=O)Cn1ncc2c(C)n(Cc3ccccc3)c(C)c2c1=O
-6%&0%	3%&-6%	18%	COc1cccc(-c2nn(C)c3sc(C(=O)NCc4ccc(C)cc4)cc23)c1
-3%	-10%	-3%	C/C(=N/NC(=O)CNC(=O)c1ccco1)c1ccco1
-5%	-3%	8%	O=[N+]([O-])c1ccccc1N/N=C\c1ccccc1F
-8%	-9%	·	Cc1nn2c(=O)cc(COC(=O)c3cccc(NC(=O)c4ccc(C(C)(C)C)cc4)c3)nc2s1
-7%	-6%	1%	O=C(/C=C/c1ccc([N+](=O)[O-])s1)N1CCN(c2ccccc2)CC1
1%	-7%	-2%	CCOCCCNC(=O)C(Cc1ccccc1)NS(=O)(=O)c1cccc2nsnc12 (stereo not drawn)
-2%	-7%	-15%	O=c1[nH]c(CN2CCN(C/C=C/c3ccccc3)CC2)nc2ccccc12
-8%	-5%	-11%	CCN(CC(=O)Nc1ccc(NC(C)=O)cc1)C(=O)Cc1ccc(Cl)c(Cl)c1
-1%	-4%	-3%	CC(=O)NC1=NN(C(C)=O)C(C)(c2ccc3ccccc3c2)S1 (stereo not drawn)
38%[activator]	6%	13%	CCNCc1cc(OCC)c(OCC(=O)NCCc2ccccc2)cc1Cl
-30%	4%	9%	Cn1c(-c2ccccc2)cc(=O)c2ccccc21
-5%	-1%	-1%	CCOc1ccc(/C(C)=N/N2C(=O)C(CC(=O)Nc3ccc(OC)cc3[N+](=O)[O-])SC2=Nc2cccc(C)c2C)cc1 (stereo not drawn)
-9%	9%	-2%	CCN1CCN(C(=O)C2(NC(=O)Nc3ccccc3Cl)CCCCC2)CC1
-2%	-4%	·	CCn1c(SCC(=O)c2c(N)n(C3CC3)c(=O)[nH]c2=O)nnc1-c1ccoc1C
-7%	-8%	?	CCC(C)NC(=O)c1c(N)n(/N=C/c2cccnc2)c2nc3ccccc3nc12 (stereo not drawn)
-3%	5%	14%	O=C1OCCC1Sc1nnc(-c2ccc(O)cc2)o1 (stereo not drawn)
-1%[0.501 µM]	-6%	1%	Cc1cccc(Cc2cnc(NC(=O)CN3C(=O)/C(=C/c4ccccc4)SC3=S)s2)c1
4%	-1%	-6%	OCC1OC(n2nc3ccccc3n2)C(O)C(O)C1O (stereo not drawn)
0%	11%	-4%	O=C(NCc1cnc2ccccn12)C1CCC(=O)N(Cc2ccccc2F)C1 (stereo not drawn)
2%	1%	5%	COc1ccccc1NC(=O)CSc1c2c(nc3ccccc13)CCC2
-21%	?	·	Fc1ccc(Nc2nc3nonc3nc2Nc2cccc(C(F)(F)F)c2)cc1
-2%	-7%	·	CC1C(=O)Nc2ccc(S(=O)(=O)N3CCCCC3)cc2NC1=O (stereo not drawn)
-7%	17%	-2%	COc1ccc(N(CC(=O)NCCc2ccc(OC)c(OC)c2)S(=O)(=O)c2c(C)noc2C)cc1
-6%	11%	3%	CCN(CC)CCCNC(=O)c1c(O)c2c([nH]c1=O)CCCC2
2%	14%	·	CSCCC(NS(=O)(=O)c1ccc2c(c1)oc(=O)n2C)C(=O)N1CCN(c2ccc(C(C)=O)cc2)CC1 (stereo not drawn)
-6%	52%	6%	CCCCC1S/C(=N/N=C/c2ccco2)NC1=O (stereo not drawn)
39%[activator]	-8%	11%	O=C(Nc1ccccc1Cl)c1ccc(COc2ccc3c(c2)CCC3)cc1
-2%	0%	8%	O=C(Nc1ccccc1)/C(=C/c1ccc2c(c1)OCO2)NC(=O)c1ccco1
12%	-6%	8%	CN(CC(=O)Nc1cccc2ccccc12)C(=O)c1cccc(S(=O)(=O)N(C)C)c1
-19%&-14%	-6%	?	O=C1OCCN1C(=O)[C@H]1[C@H](c2ccccc2)C(c2ccc(F)cc2)=NN1c1ccc(Br)cc1
2%	·	-3%	COc1nc2cc(C)ccc2cc1-c1noc(-c2cccnc2)n1
-2%	-14%	-16%	COc1ccc(-c2noc(CNC(=O)c3ccoc3C)n2)cc1
-13%	-1%	-13%	CCOC(=O)N1CCN(C(=O)CCc2ccc(S(=O)(=O)NC(C)(C)C)cc2)CC1
1%	-7%	-3%	Nc1ccc2nc(C(F)(F)F)[nH]c2c1
-6%	3%	0%	COc1ccc(OCCN(C)CC(=O)Nc2c(C)cccc2C)cc1
-5%	13%	4%	Cc1nc(-c2cccc(NC(=O)c3ccc(Br)o3)c2)cs1
-4%	?	16%	COn1c(-n2nc(C)cc2C)nc2ccccc2c1=O
3%	-2%	-5%	Cc1ccc(NC(=O)c2cccs2)cc1

Laid out differently: entries from further up.
Under each structure: KAT2A inh	FEN1 inhibitor	N370S GC mod
CCCCC1S/C(=N/N=C/c2ccco2)NC1=O (stereo not drawn)
→ -6%	52%	6%
O=C(Nc1ccccc1Cl)c1ccc(COc2ccc3c(c2)CCC3)cc1
→ 39%[activator]	-8%	11%
O=C(Nc1ccccc1)/C(=C/c1ccc2c(c1)OCO2)NC(=O)c1ccco1
→ -2%	0%	8%
CN(CC(=O)Nc1cccc2ccccc12)C(=O)c1cccc(S(=O)(=O)N(C)C)c1
→ 12%	-6%	8%
O=C1OCCN1C(=O)[C@H]1[C@H](c2ccccc2)C(c2ccc(F)cc2)=NN1c1ccc(Br)cc1
→ -19%&-14%	-6%	?
COc1nc2cc(C)ccc2cc1-c1noc(-c2cccnc2)n1
→ 2%	·	-3%
COc1ccc(-c2noc(CNC(=O)c3ccoc3C)n2)cc1
→ -2%	-14%	-16%

Screening data deposited in PubChem BioAssay by National Center for Advancing Translational Sciences (NCATS).
